Cneo AK release: Cryptococcus neoformans cell lysis inducers, primary screen, AK release luminescence, single concentration; C. neoformans lysis, adenylate kinase release luminescence, 4 h; normalised: neutral wells 0, clomiphene wells 100; lysis activity, % at 15 µM; actives 0.2% (n = 360,000);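 active = mean lysis activity across replicates of at least 80%, whatever share of replicates individually reach that level; inactive = mean lysis activity below 80%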
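Material: C. neoformans cells | Amount: Yeast cell density of 5 × 10^6 cells/mL | Medium: Fresh YPD growth medium | Dosing: Single dose | Times: Static 4 h at 37 °C with compound, 1 h detection | Detection: AK luminescence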
RAD54 branch: inhibitors of human RAD54 branch migration, primary screen, biochemical, fluorescence, single point | inhibition, % at 10.4 µM | RAD54 Holliday junction branch migration, FAM/BHQ fluorescence | actives 0.14% (n = 360,000);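 active = mean normalized replicate activity at least 40 and at least half of replicates scoring 40 or more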;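 also: 0% = median of neutral control wells and 100% = median of positive control wells; inhibitors cause a drop in the FAM fluorescence signal; in these data hits start at about 50%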
PglD inh: C. jejuni PglD acetyltransferase inhibitors, primary screen, biochemical, DTNB colorimetric, single point; UDP-N-acetylbacillosamine N-acetyltransferase PglD (Campylobacter jejuni); purified PglD enzyme, DTNB colorimetric CoA detection; actives 0.098% (n = 360,000); inhibition, % at 12.5 µM; in the data active = inhibition above about 16%, passing the limit was not always enough; also: strong numbers were not always called active
RAD52 inh: RAD52 DNA annealing inhibitors, primary screen, biochemical, FRET, single point, set 2; actives 0.46% (n = 360,000); DNA repair protein RAD52 homolog (Homo sapiens), P43351; AID 651710, 2012; inhibition, % at 18.7 µM; recombinant RAD52 DNA annealing, FRET fluorescence;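 active = every replicate showing at least 50% inhibition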
Target sequence (P43351 whole entry, looked up): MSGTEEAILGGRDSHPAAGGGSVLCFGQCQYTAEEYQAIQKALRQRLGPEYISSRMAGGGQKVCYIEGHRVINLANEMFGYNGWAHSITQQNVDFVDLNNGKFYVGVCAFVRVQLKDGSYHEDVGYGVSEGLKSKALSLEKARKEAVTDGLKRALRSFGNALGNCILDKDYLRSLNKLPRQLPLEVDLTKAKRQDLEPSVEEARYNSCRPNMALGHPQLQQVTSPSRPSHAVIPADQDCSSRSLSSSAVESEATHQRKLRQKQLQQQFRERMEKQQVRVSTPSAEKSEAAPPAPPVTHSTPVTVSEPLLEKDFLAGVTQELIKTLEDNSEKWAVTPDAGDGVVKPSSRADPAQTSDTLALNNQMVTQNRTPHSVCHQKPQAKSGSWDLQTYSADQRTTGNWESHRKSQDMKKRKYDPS
E-selectin induc: E-selectin induction in HUVECs, primary screen, imaging, HUVEC, immunofluorescence imaging, single point | normalized: neutral wells 0, TNF-alpha wells 100 | AID 686992, 2013 | P16581 | activation, % at 7.58 µM | actives 0.37% (n = 260,000);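 active = mean E-selectin-positive cell signal at least 10% of the positive control, reached in at least 60% of replicates, without over 20% cell loss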;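 also: in these data hits start at about 27%; measured in HUVEC primary endothelial cells; signal is the percent of cells scored E-selectin positive by PE staining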
Target sequence (P16581 whole entry, looked up): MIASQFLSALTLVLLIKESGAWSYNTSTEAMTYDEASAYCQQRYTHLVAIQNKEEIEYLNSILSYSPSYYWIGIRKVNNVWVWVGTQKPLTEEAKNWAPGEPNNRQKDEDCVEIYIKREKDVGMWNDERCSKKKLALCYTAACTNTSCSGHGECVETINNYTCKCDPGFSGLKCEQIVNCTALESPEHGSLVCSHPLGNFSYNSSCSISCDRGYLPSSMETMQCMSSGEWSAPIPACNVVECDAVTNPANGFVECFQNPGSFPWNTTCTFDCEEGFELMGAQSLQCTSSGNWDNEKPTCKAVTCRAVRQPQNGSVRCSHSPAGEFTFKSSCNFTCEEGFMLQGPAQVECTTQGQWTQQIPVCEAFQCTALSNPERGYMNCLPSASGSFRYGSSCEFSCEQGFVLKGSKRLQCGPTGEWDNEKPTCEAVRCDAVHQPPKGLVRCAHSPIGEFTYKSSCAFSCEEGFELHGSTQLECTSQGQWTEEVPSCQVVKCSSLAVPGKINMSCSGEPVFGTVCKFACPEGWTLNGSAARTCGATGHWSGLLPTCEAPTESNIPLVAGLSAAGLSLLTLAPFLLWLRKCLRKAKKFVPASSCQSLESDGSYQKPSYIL
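Read-out: % PE-positive cells | Test system: HUVEC | Doses: One compound dose added by pin transfer | Buffer or medium: EGM-2 over gelatin coat | Signal: Immunofluorescence imaging | Benchmarks: TNF-alpha, DMSO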
ERAP1 inh: human ERAP1 aminopeptidase inhibitors, primary screen, biochemical, single point, plate reader. Endoplasmic reticulum aminopeptidase 1 (Homo sapiens), Q9NZ08. recombinant ERAP1, Leu-AMC fluorescence, 60 min. inhibition, % at 10.7 µM. actives 0.15% (n = 340,000);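 active = mean replicate inhibition of at least 30%, or all replicates individually reaching that 30% level; inactive = mean below 30% and not every replicate reaching it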;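 also: 0% = neutral control wells and 100% = L-leucinethiol positive control wells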
miR122 inh: miR-122 Renilla sensor signal increase in Huh7, primary screen, miR-122 inhibitor project, cell-based, single point, plate reader | Huh7 miR-122 Renilla luciferase sensor, 48 h; neutral wells = 0, positive control = 100 | activation (reporter increase), % at 12.5 µM | actives 0.3% (n = 340,000) | AID 602342, 2012;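 active = mean replicate activation score at least 90 and every replicate individually at or above 90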;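 also: higher luciferase means less miR-122 activity so hits act as miR-122 inhibitors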
PGC1a acetyl inh: inhibitors of PGC1a acetylation signal, primary screen, cell-based, U2OS, AlphaScreen, inhibitor mode; AlphaScreen anti-acetyl-lysine; with virally co-expressed GCN5 acetyltransferase; inhibition, % at 15.6 µM; actives 0.17% (n = 350,000);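 active = every replicate shows inhibition of at least 40%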;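 also: 0% = neutral control wells and 100% = positive control wells; some results beyond the cut were filed as inactive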
* marks the source's active call; other numbers are inactive results; . = no result given; [ ] = dose if it differs, or a comment. Compounds as they come; 1.4% or so of the library scored in one or more.

SMILES	Cneo AK release	RAD54 branch	PglD inh	RAD52 inh	E-selectin induc	ERAP1 inh	miR122 inh	PGC1a acetyl inh
O=C(NCc1ccncc1)c1ccc(S(=O)(=O)Nc2ccccc2)cc1	0	-4	-3	-6	.	-2	3	2
Cc1c(C)c2c(OCC(=O)N3CCC(C(=O)O)CC3)cc3c(c2oc1=O)CCC(C)(C)O3	3	-12	-1	.	.	.	-4	9
COCC(=O)N1CCC2(CC1)CN(Cc1cccc(OC)c1)[C@H](CO)c1[nH]c3cc(OC)ccc3c12	.	.	.	-98	-0.6	-4	.	3
CCCN1[C@H](C(=O)NCCCN2CCOCC2)[C@@H](CO)[C@@H]2Cn3c(ccc(-c4ccccc4)c3=O)[C@@H]21	-11	-9	-3	-2	-0.4	-1	4[16.7 µM]	.
NC(=O)CC(NC(=O)c1cccc(Br)c1)c1ccc(NC2CCC2)c([N+](=O)[O-])c1 (stereo not given)	2	3	-5	-10	-0.1	2	.	.
CC[n+]1c(C)sc2c(C)cc(C)cc21	2	-1	0	-15	.	21	1	-3
C[C@H]1CCCCO[C@@H](CN(C)C(=O)Nc2ccccc2)[C@@H](C)CN([C@@H](C)CO)C(=O)c2cc(NC(=O)Nc3ccc4c(c3)OCO4)ccc2O1	-3	16	3	25	0.1	1	13[16.7 µM]	-2
O=C(CCC1N=C2c3ccccc3N=C(SCC(=O)NCC3CCCO3)N2C1=O)NCc1ccc(F)cc1 (stereo not given)	0	2	-1	0	.	2	-2	.
Cn1nnnc1SCC(=O)Nc1ccc(Cl)cn1	0	0	4	-36	0.1	-4	-10	-4
Cc1cc2oc(=O)cc(CN3CCCCC3C)c2cc1C (stereo not given)	-10	-3	-4	-24	1.9	-2	-5	.
Cc1noc(C)c1C(=O)Nc1nc(C23CC4CC(CC(C4)C2)C3)cs1	3	2	-2	.	.	.	-1	2
COCC(C)N1CCC(n2nccc2NC(=O)CCCc2ccccc2)CC1 (stereo not given)	1	10	-2	-20	0.0	-1	-6	6
O=C(c1ccccn1)N1C[C@@H]2[C@H](c3ccccc31)[C@@H](CO)N2C(=O)C1CCCC1	-6	-4	-9	2	-0.1	0	10[16.7 µM]	1
CO[C@@H](CN(C)C(=O)c1ccccc1F)[C@@H](C)CN([C@@H](C)CO)S(=O)(=O)c1ccc(F)cc1	0	8	4	-14	0.0	1	.	4
CC(C)CNC(=O)C1(C)CCCN1Cc1ccc(S(C)(=O)=O)cc1 (stereo not given)	13	11	6	-8	-2.9	11	.	.
COc1ccc(CCc2nc(-c3cccs3)no2)cc1	-1	7	-4	-13	.	-4	.	.
S=C1c2ccccc2CN1c1ccccc1	0	3	-16	.	.	.	10	-9
O=C(Nc1ccc([N+](=O)[O-])cc1)c1cccc(S(=O)(=O)Nc2ccccn2)c1	1	-16	-3	-14	-0.1	5	17	-4
COc1ccc(S(=O)(=O)N2CCCCCC2)cc1NC(=O)CCCOc1ccccc1	2	-1	-1	-24	.	-2	2	3
CCNC(=O)C[C@@H]1CC[C@H]2[C@@H](COc3ccc(NC(=O)c4cccc(OC)c4)cc3C(=O)N2C)O1	-1	5	0	-4	0.1	-4	-4[16.7 µM]	1
COc1ccc(NC(=O)c2cc3ccccc3oc2=O)cc1	-4	0	0	3	0.1	0	0	.
Cc1ccc(S(=O)(=O)N[C@@H]2CC[C@@H](CCNC(=O)C3CCCC3)O[C@@H]2CO)cc1	-1	3	2	6	0.0	-1	7[16.7 µM]	-4
Cn1c(-c2ccc[nH]c2=O)nc2cc(Cl)ccc21	0	-13	-2	.	.	.	5	-6
CCN(Cc1cc2cc(C)ccc2[nH]c1=O)S(=O)(=O)c1ccccc1	0	-6	-4	.	.	.	5	.
N#Cc1c(-c2ccc(Cl)cc2)c(-c2ccc(Cl)cc2)nn(CCOC(=O)CCC(=O)O)c1=O	.	.	.	-2	1.2	-3	57	43

Given bar-delimited: 13 of the compounds above
compound | Cneo AK release | RAD54 branch | PglD inh | RAD52 inh | E-selectin induc | ERAP1 inh | miR122 inh | PGC1a acetyl inh
CC[n+]1c(C)sc2c(C)cc(C)cc21 | 2 | -1 | 0 | -15 | . | 21 | 1 | -3
C[C@H]1CCCCO[C@@H](CN(C)C(=O)Nc2ccccc2)[C@@H](C)CN([C@@H](C)CO)C(=O)c2cc(NC(=O)Nc3ccc4c(c3)OCO4)ccc2O1 | -3 | 16 | 3 | 25 | 0.1 | 1 | 13[16.7 µM] | -2
O=C(CCC1N=C2c3ccccc3N=C(SCC(=O)NCC3CCCO3)N2C1=O)NCc1ccc(F)cc1 (stereo not given) | 0 | 2 | -1 | 0 | . | 2 | -2 | .
Cn1nnnc1SCC(=O)Nc1ccc(Cl)cn1 | 0 | 0 | 4 | -36 | 0.1 | -4 | -10 | -4
Cc1cc2oc(=O)cc(CN3CCCCC3C)c2cc1C (stereo not given) | -10 | -3 | -4 | -24 | 1.9 | -2 | -5 | .
Cc1noc(C)c1C(=O)Nc1nc(C23CC4CC(CC(C4)C2)C3)cs1 | 3 | 2 | -2 | . | . | . | -1 | 2
COCC(C)N1CCC(n2nccc2NC(=O)CCCc2ccccc2)CC1 (stereo not given) | 1 | 10 | -2 | -20 | 0.0 | -1 | -6 | 6
O=C(c1ccccn1)N1C[C@@H]2[C@H](c3ccccc31)[C@@H](CO)N2C(=O)C1CCCC1 | -6 | -4 | -9 | 2 | -0.1 | 0 | 10[16.7 µM] | 1
CO[C@@H](CN(C)C(=O)c1ccccc1F)[C@@H](C)CN([C@@H](C)CO)S(=O)(=O)c1ccc(F)cc1 | 0 | 8 | 4 | -14 | 0.0 | 1 | . | 4
CC(C)CNC(=O)C1(C)CCCN1Cc1ccc(S(C)(=O)=O)cc1 (stereo not given) | 13 | 11 | 6 | -8 | -2.9 | 11 | . | .
COc1ccc(CCc2nc(-c3cccs3)no2)cc1 | -1 | 7 | -4 | -13 | . | -4 | . | .
S=C1c2ccccc2CN1c1ccccc1 | 0 | 3 | -16 | . | . | . | 10 | -9
O=C(Nc1ccc([N+](=O)[O-])cc1)c1cccc(S(=O)(=O)Nc2ccccn2)c1 | 1 | -16 | -3 | -14 | -0.1 | 5 | 17 | -4

Further structures follow:
SMILES	Cneo AK release	RAD54 branch	PglD inh	RAD52 inh	E-selectin induc	ERAP1 inh	miR122 inh	PGC1a acetyl inh
CCOC(=O)C(=O)Nc1sc(C(=O)N(CC)CC)c(C)c1C#N	.	.	.	-8	-0.1	5	-4	17
O=C(NCCCNC(=O)c1cnccn1)c1ccc(Cl)c(Cl)c1	.	.	.	-15	0.1	-1	-5	-9
CCc1nc2ccc(C(=O)N3CCN(C(C)=O)CC3)cn2c1N(C=O)Cc1ccc(OC)cc1	1	13	0	-22	-0.3	-2	2	3
O=C1NC(c2ccc3c(c2)OCO3)Nc2ccccc21 (stereo not given)	-3	-5	4	.	.	.	1	0
O=C(CN1CCN(c2ncccn2)CC1)N1CCc2ccccc21	-1	0	-4	-14	-5.6	-1	-12	-2
Cc1nc(SCC(=O)NCC2COc3ccccc3O2)c2c(C)c(C)sc2n1 (stereo not given)	4	-14	-2	-14	.	1	1	21
O=C(O)c1cc(NC(=O)c2ccc([N+](=O)[O-])cc2)cc(NC(=O)c2ccc([N+](=O)[O-])cc2)c1	-3	-4	3	-14	-0.1	-2	.	1
COC(=O)[C@@]1(Cc2ccccc2)[C@H]2C(=O)N(C)C(=O)[C@H]2[C@H]2CN=C(SCc3ccc(C#N)cc3)N21	1	3	0	-18	.	2	-7	1
COC(=O)CSC1=C(C#N)C(c2ccccc2)CC(=O)N1 (stereo not given)	2	-3	-4	-11	.	-5	3	-4
CCS(=O)(=O)Nc1ccc2c(c1)C(=O)N(C)C[C@@H](OC)[C@H](C)CN(CC1CCCCC1)[C@@H](C)CO2	-2	5	5	8	0.3	3	4[16.7 µM]	.
COCC#Cc1ccc2c(c1)O[C@@H](CN(C)C(=O)c1ccccc1)[C@@H](C)CN([C@H](C)CO)S2(=O)=O	-2	1	-1	5	-0.2	-2	-11[16.7 µM]	3
COc1ccc(/C=N/NC(=O)CCn2nc(C)cc2C)cc1O	.	.	.	-10	2.0	0	.	7
CCC1(c2ccccc2)NC(=O)N(CC(=O)Nc2ccc(S(N)(=O)=O)cc2)C1=O (stereo not given)	7	5	-4	-9	.	-2	.	.
CCOC(=O)C1CCN(C(=O)CCNS(=O)(=O)c2cc(Br)cnc2N)CC1	-1	3	0	-6	.	-2	.	-2
CC(C)C(=O)Nc1ccc2oc(-c3cc(F)c(F)cc3Cl)nc2c1	21	-5	7	.	.	.	-1	9
CCCC(=O)Nc1ccc2c(c1)OC[C@@H](C)N(Cc1cccc(F)c1)C[C@H](C)[C@H](OC)CN(C)C2=O	46	-13	0	-11	-0.4	3	.	-2
O=C(C1CC1)N1CC[C@@H]2[C@@H](CO)Nc3ccc(C#Cc4ccc(F)cc4)cc3[C@@H]21	-9	-18	-4	.	3.8	.	-3[16.7 µM]	9
CC(C)Cn1cnc2c(c(-c3ccccc3)c(-c3ccccc3)n2Cc2ccco2)c1=N	1	27	3	.	.	.	-3	-44
COc1cc2c(cc1OC)/C(=C/C(=O)c1ccc(F)cc1)NCC2	2	11	-2	8	0.0	2	4	-4
C=CCNS(=O)(=O)c1ccc(OCC(=O)OCC)cc1	-2	0	-2	-12	.	-1	-5	0
CCn1c(SCc2ccccc2Cl)nc2ccccc21	1	-5	-6	.	.	.	-4	-15
CSCCC(NC(=O)c1ccccc1)C(=O)N1CCN(C(C)=O)CC1 (stereo not given)	0	2	1	-10	.	0	0	3
O=C(C1CCC1)N1CC(=O)N2[C@@H](CO)[C@H](c3ccc(C#Cc4cccc(F)c4)cc3)[C@@H]2C1	.	.	.	6	0.1	0	.	1
C[C@H]1CN([C@@H](C)CO)C(=O)Cc2cc(NS(=O)(=O)c3cn(C)cn3)ccc2O[C@H]1CN(C)C(=O)Nc1ccc(F)cc1	-2	2	-1	-4	-16	3	-6[16.7 µM]	-1
Cc1nnsc1Sc1cccc(C(F)(F)F)c1	-1	5	0	.	.	.	-55	10
C[C@@H]1CN([C@@H](C)CO)C(=O)c2cc(C#Cc3ccccc3)cnc2O[C@H]1CN(C)C(=O)CN(C)C	.	.	.	44	0.8	2	.	3
Cc1ccc(C(=O)NC(C)c2ccc(S(N)(=O)=O)cc2)s1 (stereo not given)	-1	-5	5	-11	0.0	-1	.	.

Screening data: PubChem, Broad Institute
